HCV inh: inhibitors of hepatitis C virus infection; Huh7.5.1 HCVcc-Cre infection, luciferase reporter, 44 h; Potency, µM (top dose mostly 41.8 µM), for inactives: at the highest dose activity change, negative = inhibition, actives largely listed as inhibitors; 340,000 tested, 3.4% active; AID 651820; active = well fitted inhibition curve with a large enough effect; inconclusive = small, poorly fitted or top-dose-only effect, or another doubt; inactive = no such curve, though single readings can be large or run the other way
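Infectious HCV cell culture screen: compound-treated cells (1,000/well, pre-plated 4 h) are infected with HCVcc-Cre at roughly 0.5 moi and grown 44 h. Infection is quantified by luciferase signal after 15 min substrate incubation at room temperature.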
An asterisk follows results filed as active; [ ] = dose if it differs, or a comment. % is set by controls: 0 for no effect and ±100 for the full control effect; potency is the fitted concentration of half-maximal effect.

`CC[C@H](C)/C=C(C)/C=C/C1=CC2=C(Cl)C(=O)[C@@](C)(OC(C)=O)C(=O)C2=CO1` gave HCV inh 0%.
Cc1cc(Br)ccc1NC(=O)CN(C)C(=O)C1CCN(C(=O)c2ccc(Cl)cc2)CC1 was read as HCV inh 4%.
`CCOc1ccc(NC(=O)N(O)C2(C#N)CCCCC2)cc1` gave HCV inh 7%.
C=C(C)C1(CCCC)C(=O)NC(=S)NC1=O was read as HCV inh 28%.
Screening CC(Sc1ncccn1)C(=O)NNC(=O)c1cccc(Cl)c1 (centres undefined) returned HCV inh 0%.
Cc1ccc(NC(=O)c2ncn(CCCNCCCN(C)C)n2)cc1C was read as HCV inh -1%.
For Cc1ccc(S(=O)(=O)CCC(=O)OCc2nnc(-c3ccccc3)o2)cc1 the results were HCV inh 26%.
`NC(=O)c1ncn([C@@H]2O[C@H](CN=C3NS(=O)(=O)c4ccccc43)[C@@H](O)[C@H]2O)n1` gave HCV inh 14%.
For Cc1ccccc1NC(=O)CCN1CCCCCC1 the results were HCV inh 14%.
Screening CC1=C(c2ccccc2)C(O)(c2ccccc2)C(C)C1=O (centres undefined) returned HCV inh inconclusive.
For O=C(CCS(=O)(=O)c1ccccc1Cl)NC1CCCCCC1 the results were HCV inh 3%.
COc1cccc(C=NN2CCCCCC2)c1OC was read as HCV inh -14%.
`CCSc1nc2nccnc2c(=O)[nH]1` gave HCV inh 13%.
Screening O=C(O)c1ccc(C(=O)c2cc([N+](=O)[O-])cc([N+](=O)[O-])c2)cc1 returned HCV inh 7%.
CCCC(=O)Nc1sc(-c2ccccc2)c(-c2ccccc2)c1C(=O)O was read as HCV inh 15%.
O=C1NC2CCCCC2C(=O)N1OS(=O)(=O)c1ccccc1 (centres undefined) was read as HCV inh 15%.
Screening CC(C)=CCc1c(O)cc(O)c2c(=O)c3c(CC=C(C)C)c(O)ccc3oc12 returned HCV inh inconclusive.
Screening CC1=C(C(=O)OCc2ccccc2)C(c2ccc3c(c2)OCO3)NC(=O)N1CCCC(=O)O (centres undefined) returned HCV inh 10%.
`O=S(=O)(N=C(NS(=O)(=O)c1ccc(Cl)cc1)c1ccccc1)c1ccc(Cl)cc1` gave HCV inh 30%[activator].
c1ccc(OCCSc2ncnc3nc[nH]c23)cc1 was read as HCV inh 3%.
For CCC/C(=N/Nc1ccc(Cl)cc1)c1cnnc(-c2ccccc2)n1 the results were HCV inh 14µM*.
CCN(CC(=O)Nc1ccc2c(c1)OCCO2)C(=O)c1ccc(CS(C)(=O)=O)cc1 was read as HCV inh -1%.
C[C@]12CCC3C(CC[C@H]4C[C@H](O)[C@H](O)C[C@]34C)C1CC[C@@H]2O (some centres undefined) was read as HCV inh inconclusive.
For COc1ccc2c(c1)OC[C@H]1[C@H]2N2C(=O)CN(Cc3ccccc3)C(=O)[C@@]2(C)[C@H]1c1ccccc1 the results were HCV inh inconclusive.
`Cc1cccc(C2NC(=O)c3ccccc3N2)c1` (centres undefined) gave HCV inh 10%.
C=CCC[C@@H](Cc1ccc(F)cc1)C(=O)OC[C@H](C)NC(=O)[C@@H](CC=C)CC(=O)N(CCO)Cc1ccccc1 was read as HCV inh inconclusive.
O=C(O)CN1C(=O)C2(OCCO2)c2cc(Br)ccc21 was read as HCV inh 21%.
CCN(C(=O)COC(=O)c1ccc2[nH]c(C)c(C)c2c1)c1c(N)n(Cc2ccccc2)c(=O)[nH]c1=O was read as HCV inh -5%.
Screening COc1ccc(C2CC(c3cccc(Cl)c3)=NN2c2ccc(S(N)(=O)=O)cc2)cc1 (centres undefined) returned HCV inh 13µM*.
COC(=O)C[C@H]1c2ccccc2S(=O)(=O)N1c1cccc(OC)c1 was read as HCV inh 17%.
C[C@@H]1CN([C@H](C)CO)C(=O)c2cc(NC(=O)Nc3cccc4ccccc34)ccc2O[C@H]1CN(C)Cc1ccc(C(F)(F)F)cc1 was read as HCV inh inconclusive.
`O=C1C=CC(=O)N1c1ccc2c(c1)Cc1cc(F)ccc1-2` gave HCV inh 1%.
COCOc1ccc(C=O)cc1OCOC was read as HCV inh 5%.
CC1=C(C)CC2(CC1)C(=O)NC(=O)NC2=O was read as HCV inh 21%.
`Cc1sc2ccccc2c1CNC[C@H]1O[C@@H](n2cnc(C(N)=O)n2)[C@H](O)[C@@H]1O` gave HCV inh -14%.
`C[C@@H]1CN([C@H](C)CO)C(=O)Cc2cc(NS(=O)(=O)c3ccc(Cl)cc3)ccc2O[C@H]1CN(C)Cc1ccc(C(F)(F)F)cc1` gave HCV inh inconclusive.
`CC(=O)c1c(C)[nH]c(C(=O)COC(=O)CCNS(=O)(=O)c2ccc(C)c(C)c2)c1C` gave HCV inh 10%.
O=C(CSC1=Nc2ccccc2C2CC=NN12)NCc1ccco1 (centres undefined) was read as HCV inh inconclusive.
Screening ON=C1c2ccccc2-c2ccc(Br)cc21 returned HCV inh inconclusive.
For CCCCCCCCN1[C@@H](CC(=O)OCC)c2cc(F)ccc2S1(=O)=O the results were HCV inh -15%.
Screening CC(=O)Nc1ccc(SCC(=O)Nc2ccc3c(c2)OCCO3)cc1 returned HCV inh -15%.
For Cc1ccc(C)c(S(=O)(=O)Nc2ccc(-n3cnnn3)cc2)c1 the results were HCV inh 12%.
Screening CN(C)C(=O)c1ccc(-c2cc3onc(-c4ccccc4)c3c(=O)n2C)cc1 returned HCV inh 3.5µM*.
For CC12CCC(O)CC1=CCC1C2CCC2(C)c3[nH]ncc3CC12 (centres undefined) the results were HCV inh -8%.
For CN1CCC2CC1c1cc(-c3ccc(C(F)(F)F)cc3)ccc12 (centres undefined) the results were HCV inh 3%[8.37 µM].
CC(=O)C1CCC2C3CC(O)C4=CC(=O)CCC4(C)C3C(=O)CC12C (centres undefined) was read as HCV inh -1%.
Screening CC(=O)Nc1c(Cl)cc2c(c1Cl)C(=O)c1ccccc1-2 returned HCV inh 11µM*.
For O=c1[nH]c(Nc2ccccn2)cc2ccccc12 the results were HCV inh inconclusive.
`C=CC[C@H](CC(=O)N[C@H](CO)Cc1ccccc1)C(=O)N[C@H](COC(=O)[C@@H](CC=C)Cc1ccc(F)cc1)Cc1c[nH]c2ccccc12` gave HCV inh -9%.
For Cc1cn(C2CCCCC2)c(=O)[nH]c1=O the results were HCV inh 21%.
CC[C@@]1(C(=O)OC)N[C@H](CN(C)C(=O)Nc2ccc(C(F)(F)F)cc2)[C@@H]2C(=O)N(C)C(=O)[C@@H]21 was read as HCV inh 1%.
CC1(C)SC2C(C(=O)O)N=C(Cc3ccccc3)N2C1C(=O)O (centres undefined) was read as HCV inh -5%.
Screening CC(=NNC(=O)CCC(=O)Nc1ccccc1Cl)c1ccco1 returned HCV inh -9%.
`CCOC(=O)c1cnc(-n2nc(C)cc2C)nc1N1CC(C)OC(C)C1` (centres undefined) gave HCV inh -9%.
For NC(=S)NN=C1CCCCCCCC1 the results were HCV inh -5%.
`C[C@@]12C(=O)Nc3cc(Cl)ccc3C(=O)N1[C@H]1c3cc(Cl)ccc3OC[C@@H]1[C@@H]2c1ccccc1` gave HCV inh inconclusive.
COCCCNC(=O)CSc1nc2ccc(N3CCOCC3)cc2c(=O)n1CCc1ccccc1 was read as HCV inh 17%.
For CC(=O)O[C@@H]1[C@@H](OC(C)=O)[C@H](n2ccc3cc([N+](=O)[O-])ccc32)OC[C@@H]1OC(C)=O the results were HCV inh 15%.
`COC(=O)C1=C(c2ccccc2)C[C@@H]2CC[C@H]1N2C(=O)NCCS(C)=O` (some centres undefined) gave HCV inh 31%[activator].
`Cc1ccc(S(=O)(=O)N(C)CC(=O)O/N=C(\N)c2cccnc2)cc1` gave HCV inh 6%.
`O=C(O)/C(=C\c1ccco1)NC(=O)c1ccc(Br)o1` gave HCV inh 7%.
CCN(C[C@H]1N[C@@](CC)(C(=O)OC)[C@H]2C(=O)N(Cc3ccccc3)C(=O)[C@@H]12)C(=O)Nc1ccc(Cl)cc1 was read as HCV inh -14%[8.37 µM].
For COc1ccccc1-n1c(=O)c2c3c(sc2n2c(SC)nnc12)CCC3 the results were HCV inh -2%.
For CCCC[C@@H]1C[C@H]1[C@@H](NC(=O)c1ccco1)c1ccccc1C(F)(F)F the results were HCV inh 1%.
Screening Cc1ccc2nc(-c3ccc(NC(=S)NCC(C)(C)CN(C)C)cc3)sc2c1 returned HCV inh 2.2µM*.
Screening CCCCN1C(=N)N([C@@H](CCC)CN2CCC[C@H]2CN2C(N)=NC[C@@H]2Cc2ccccc2)C[C@H]1[C@H](C)CC returned HCV inh inconclusive.
`COc1ccc(NC(=O)Nc2cccc3c2O[C@H](CN(C)C(=O)Nc2ccc(C(F)(F)F)cc2)[C@@H](C)CN([C@H](C)CO)C3=O)cc1` gave HCV inh -13%.
`c1ccc(C(OCCN2CCN(c3ncccn3)CC2)c2ccccc2)cc1` gave HCV inh inconclusive.
O=C(O)c1cc(=S)nc[nH]1 was read as HCV inh -2%.
Screening C[C@@H]1COC(=O)[C@H](NC(=O)OCC2c3ccccc3-c3ccccc32)C/C=C\C[C@@H](CC(=O)N[C@@H](CO)Cc2ccccc2)C(=O)N1 returned HCV inh inconclusive.
CC(=O)c1sc(NC(=O)CN2C(=O)CCC2=O)nc1C was read as HCV inh 15%.
COc1ccc(C(=O)N2Cc3cnnn3-c3ccccc3C2C#N)cc1 (centres undefined) was read as HCV inh 11%[8.37 µM].

Random excerpt: 7 records from the list, in no set order.
`CCOC(=O)c1cnc(-n2nc(C)cc2C)nc1N1CC(C)OC(C)C1` (centres undefined) gave HCV inh -9%.
`CCSc1nc2nccnc2c(=O)[nH]1` gave HCV inh 13%.
Screening ON=C1c2ccccc2-c2ccc(Br)cc21 returned HCV inh inconclusive.
`Cc1sc2ccccc2c1CNC[C@H]1O[C@@H](n2cnc(C(N)=O)n2)[C@H](O)[C@@H]1O` gave HCV inh -14%.
Screening CCCCN1C(=N)N([C@@H](CCC)CN2CCC[C@H]2CN2C(N)=NC[C@@H]2Cc2ccccc2)C[C@H]1[C@H](C)CC returned HCV inh inconclusive.
`c1ccc(C(OCCN2CCN(c3ncccn3)CC2)c2ccccc2)cc1` gave HCV inh inconclusive.
`C=CC[C@H](CC(=O)N[C@H](CO)Cc1ccccc1)C(=O)N[C@H](COC(=O)[C@@H](CC=C)Cc1ccc(F)cc1)Cc1c[nH]c2ccccc12` gave HCV inh -9%.

Following part
Screening COc1ccc(CN2CCN(C(=O)c3ccco3)CC2)c(OC)c1OC returned HCV inh 5%.
Screening Cc1onc(-c2ccccc2)c1C(=O)NN1CCOCC1 returned HCV inh -6%.
`O=C(O)c1cc(S(=O)(=O)NCC2COc3ccccc3O2)ccc1Cl` (centres undefined) gave HCV inh -1%.
O=C(NCc1ccccc1)c1cccc2c1C(=O)c1ccc(/C=C/c3ccccc3)cc1S2(=O)=O was read as HCV inh -14%.
Screening CC(C)N(C(=O)[C@H]1CC(CC(=O)NCC23CC4CC(CC(C4)C2)C3)C(=O)N2CCc3c([nH]c4ccccc34)[C@]12C)C(C)C (some centres undefined) returned HCV inh 3.2µM*.
CCCCn1cnc2c(SCc3cccc(F)c3)nc(N)nc21 was read as HCV inh inconclusive.
`CCNC(=O)N(CC)C[C@H]1N[C@@](Cc2ccccc2)(C(=O)OC)[C@H]2C(=O)N(C)C(=O)[C@@H]12` gave HCV inh -2%.
Nc1cnccc1Oc1cccc(C(F)(F)F)c1 was read as HCV inh 2%.
Screening CCC1CCc2sc(C(=O)N3CCN(c4ccccn4)CC3)cc2C1 (centres undefined) returned HCV inh 7%.
Screening COc1cccc(NC(=O)CN(C)CC(=O)Nc2ccc(C)c(S(=O)(=O)N3CCOCC3)c2)c1 returned HCV inh inconclusive.
`CN(CCc1ccccc1)C(=O)c1ccc(NC(=O)Cc2ccc(NC(=O)C3CCN(C(=O)CCc4ccccc4)CC3)cc2)cc1` gave HCV inh 25µM*.
`CC1CCCN(C(=O)COC(=O)C2=COCCO2)C1` (centres undefined) gave HCV inh 6%.
Screening CCC(C)c1ccc(NC(=O)COC(=O)C2CCCC2)cc1 (centres undefined) returned HCV inh 24%.
`O=C(CN1c2cccc3cccc(c23)S1(=O)=O)NCCc1ccc(F)cc1` gave HCV inh inconclusive.
For O=C(Cc1cccc(NC(=O)C2CCCN(C(=O)CCc3ccccc3)C2)c1)Nc1cccc(C(=O)N2CCCCC2)c1 (centres undefined) the results were HCV inh 4.5µM*.
`Cc1ccc(NC(=O)CN2C(=O)NC3(CCCc4ccccc43)C2=O)c(Cl)c1` (centres undefined) gave HCV inh inconclusive.
CN(C(=O)c1cccc(NC(=O)Cc2ccc(NC(=O)C3CCN(C(=O)CCc4ccccc4)CC3)cc2)c1)C1CC1 was read as HCV inh inconclusive.
C[C@@]12CCC[C@H](O1)[C@@H]([C@H](O)c1ccccc1)O2 was read as HCV inh 39%[activator].
For NC1(C#Cc2ccc3c(=O)c4ccccc4sc3c2)CCCCC1 the results were HCV inh -8%.
Nc1ccc2c(c1)C(=O)c1ccc(Br)cc1-2 was read as HCV inh inconclusive.
Screening CCN(CC(=O)Nc1c(F)cccc1F)C(=O)Cc1cccs1 returned HCV inh 6%.
Screening COC(=O)CSc1nc(SC)nc2c1sc1nc(-c3ccco3)c3c(c12)CC(C)(C)OC3 returned HCV inh -25%.
For O=C(COC(=O)c1cc(S(=O)(=O)N2CCCC2)ccc1O)Nc1ccc(F)cc1F the results were HCV inh -9%.

Ordered by number of heavy atoms (highest first): part of the list above
For O=C(COC(=O)c1cc(S(=O)(=O)N2CCCC2)ccc1O)Nc1ccc(F)cc1F the results were HCV inh -9%.
`Cc1ccc(NC(=O)CN2C(=O)NC3(CCCc4ccccc43)C2=O)c(Cl)c1` (centres undefined) gave HCV inh inconclusive.
Screening CCC(C)c1ccc(NC(=O)COC(=O)C2CCCC2)cc1 (centres undefined) returned HCV inh 24%.

These rows are one share of the data; the hit share may differ from the screen's.
